# High-throughput results: PubChem BioAssay, several laboratories
# AI-2 QS mod: Vibrio harveyi AI-2 quorum sensing modulation. Vibrio harveyi JMH597 AI-2 luminescence/OD600 ratio, 9 h; hits give low values; strain lacks LuxN and CqsS sensors; 0 = neutral-control median. activity change, % at 7.5 µM. hit rate 0.4% among 300,000; in the data active means activity change below about -75%, passing the limit was not always enough; inconclusive means no clear call, values can overlap the other calls;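 further: luminescence divided by OD600 gain over 9 h not by final OD600 alone; inactives centre near 13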
# HSF1 inh: HSF1 inhibition; hit rate 0.77% among 300,000; activity change, negative = inhibition, % at 7.5 µM (by protocol); AID 2098; NIH3T3-HGL HSE-luciferase, MG132-induced, luminescence 8 h; hits give low values;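 active means more than half of replicate wells show activity change below -50%, luminescence cut by over half; inconclusive means some wells, but at most half, below -50%; inactive means no replicate well below -50%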;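 further: luciferase reports HSF-1 transcriptional activity via heat shock element; 0% = median of DMSO wells and -100% = zero luminescence signal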
# HDAC3 inhib: inhibitors of human histone deacetylase 3 | AID 2718 | hit rate 0.15% among 320,000 | O15379 | inhibition, % at 8.3 µM | recombinant HDAC3, fluorogenic peptide/trypsin coupled, fluorescence; in the data active means inhibition above about 26%, passing the limit was not always enough; inconclusive means no clear call, values can overlap the other calls
# Target sequence (O15379 whole entry, looked up): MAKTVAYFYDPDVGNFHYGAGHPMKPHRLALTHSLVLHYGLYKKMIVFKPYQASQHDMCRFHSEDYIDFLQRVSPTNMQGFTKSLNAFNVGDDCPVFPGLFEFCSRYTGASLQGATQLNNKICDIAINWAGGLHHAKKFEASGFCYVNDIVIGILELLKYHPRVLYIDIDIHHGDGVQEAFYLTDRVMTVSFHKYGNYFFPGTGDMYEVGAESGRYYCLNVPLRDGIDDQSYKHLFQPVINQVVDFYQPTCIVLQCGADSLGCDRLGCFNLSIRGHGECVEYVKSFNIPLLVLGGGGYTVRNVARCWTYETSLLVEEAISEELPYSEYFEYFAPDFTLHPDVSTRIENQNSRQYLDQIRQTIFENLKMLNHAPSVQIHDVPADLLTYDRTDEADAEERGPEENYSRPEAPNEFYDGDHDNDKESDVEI
# Platelet DG rel: platelet dense granule release activity. hit rate 0.22% among 300,000. human platelet-rich plasma, SFLLRN dense granule ATP release, luminescence. AID 1663. inhibition, %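 (compounds screened at 7.5 µM in platelet-rich plasma)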;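 active means mean replicate score, as percent of positive control, at or above 50; inconclusive means mean below 50 but at least one replicate at or above 50; inactive means mean and every replicate below 50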
# HSF1 activator: increases HSF-1 driven luciferase reporter signal; NIH3T3-HGL HSF-1 luciferase reporter, MG132, 8 h; 100% = twice DMSO control signal; activation, % at 9 µM; hit rate 1.7% among 300,000;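 active means mean replicate activation of at least 50% with a set share of replicates each reaching 50%; inconclusive means only one of those two conditions met; inactive means mean below 50% and too few replicates reaching it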;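 further: 0% = median of the neutral control wells and 100% = twice that signal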
# GSK3A inh: inhibitors of human GSK-3 alpha kinase; P49840; ADP-Glo luminescence, 60 min; inhibition, % at 10 µM; hit rate 0.1% among 320,000;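 in the data active means inhibition above about 50%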;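 further: GST-tagged GSK-3 alpha with peptide substrate and 25 µM ATP; 0% = DMSO neutral wells and 100% = GW8510 positive control wells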
# Target sequence (P49840 whole entry, looked up): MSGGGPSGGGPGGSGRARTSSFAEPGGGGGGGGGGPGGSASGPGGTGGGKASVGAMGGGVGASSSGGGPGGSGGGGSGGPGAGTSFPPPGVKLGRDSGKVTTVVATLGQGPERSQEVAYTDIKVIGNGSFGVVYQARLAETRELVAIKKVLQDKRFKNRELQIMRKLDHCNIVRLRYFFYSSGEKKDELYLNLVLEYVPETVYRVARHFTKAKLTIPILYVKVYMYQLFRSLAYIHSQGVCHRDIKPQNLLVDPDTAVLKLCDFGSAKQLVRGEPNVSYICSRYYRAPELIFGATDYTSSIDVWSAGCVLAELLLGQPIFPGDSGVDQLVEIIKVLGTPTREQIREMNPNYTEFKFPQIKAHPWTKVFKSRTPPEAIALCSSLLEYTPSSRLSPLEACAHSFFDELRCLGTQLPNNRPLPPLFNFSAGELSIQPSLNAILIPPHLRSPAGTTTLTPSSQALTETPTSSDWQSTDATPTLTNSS
# GSK3B inh: human GSK3beta kinase inhibition; hit rate 0.038% among 300,000; GST-GSK3beta kinase, ADP-Glo luminescence, 60 min; hits give low values; activity score (negative = inhibition), % at 10 µM; P49841;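 active means more than half of replicate wells score below -50%, meaning over 50% inhibition versus plate controls; inconclusive means some replicates but at most half score below -50%; inactive means no replicate scores below -50%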;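 further: 0% = median DMSO wells and -100% = median GW8510 positive control wells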
#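 test system = GST-tagged human GSK3beta kinase, cell-free | reagent = 25 µM ATP with peptide substrate | dosing = one dose of 10 µM per compound | schedule = 60 min reaction, RT | detection = luminescent ADP-Glo measurement of ADP formed | control set = DMSO neutral wells and GW8510 at 20 µM as positive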
# DYRK1A inh: Dyrk1A (rat) kinase inhibition; ADP-Glo luminescence, NFATc1 peptide; inhibition, % at 12.5 µM; hit rate 0.43% among 310,000; in the data active means inhibition above about 50%;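 further: plate controls were vehicle with enzyme for no effect and no enzyme for full effect; many of its hits are not listed in these tables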
# HSP90 inh: inhibitors of HSP90 luciferase refolding in rabbit reticulocyte lysate; luciferase refolding luminescence, 3 h; inhibition, % at 5.6 µM; hit rate 0.91% among 290,000;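 active means inhibition above the screen-wide mean plus 3 SD, computed separately per campaign, cut at about 16% in these data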;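 further: 0% = DMSO wells and 100% = 60 µM geldanamycin wells; inhibitors lower the luminescence because luciferase stays unfolded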
# PolyA inh: inhibitors of polyadenylation in S. cerevisiae; calls only at 12 µM; hit rate 0.02% among 300,000; S. cerevisiae SKY197-pL101 polyadenylation reporter, beta-gal luminescence; efflux-impaired pdr1/pdr3 knockout yeast; score 100 = 6 SD above DMSO;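 active means lowest replicate activity score at least 50, where 100 means six control SD above control mean; inconclusive means lowest score under 50 but half or more replicates reach 50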;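 further: yeast exposed to compound for 9 h at 30 °C; higher score means more reporter readthrough which indicates perturbed polyadenylation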
# * hit, by the source's call; i = inactive; ? = inconclusive; / = no result given. An excerpt, so the mix of outcomes need not match the whole.
SMILES,AI-2 QS mod,HSF1 inh,HDAC3 inhib,Platelet DG rel,HSF1 activator,GSK3A inh,GSK3B inh,DYRK1A inh,HSP90 inh,PolyA inh
Cc1ccc(C(=O)N2CC(=O)Nc3ccc(F)cc3C2c2ccccc2)cc1 (stereo not given),11,8,9,6,-2,-1,-1,-2,1,i
Fc1ccc(-c2csc(NC3=NCCC3)n2)cc1,/,3,2,-3,15,4,/,/,-2,i
COc1ccc(CNC(=O)C(OC(=O)c2ccco2)c2ccc(F)cc2)cc1 (stereo not given),17,-2,2,0,1,-2,0,-3,2,i
CCOC(=O)c1ccc(S(=O)(=O)NNC(=O)COc2ccccc2C)cc1,14,5,-1,2,-11,-1,1,-8,-2,i
Cc1cc(Nc2ccc(N(C)C)cc2)n2ncnc2n1,24,4,5,4,17,3,1,-4,-8,i
CCOC(=O)C1CCCN(C(=O)c2cncc(Br)c2)C1 (stereo not given),22,-11,-1,/,-13,0,-1,15,-4,i
Cc1ccc(NC(=O)c2ccc(NCCc3ccccc3)c([N+](=O)[O-])c2)cc1F,28,1,4,-3,-10,-2,1,-1,4,i
COc1cc(C(=O)N(Cc2ccccn2)CC2CCCO2)cc(OC)c1OC (stereo not given),7,-4,6,-2,1,-1,4,-5,-2,i
CCN1CCN(C(c2cccs2)C(C)NC(=O)c2cccc(OC)c2)CC1 (stereo not given),9,-7,-4,0,-16,0,2,3,-6,i
COc1ccc(-c2noc(C3CCCN(C(=O)c4cccs4)C3)n2)cc1 (stereo not given),17,12,-1,10,16,-2,-3,6,-5,i
CCOc1ccc2c(c1)c(=O)c(S(=O)(=O)c1ccc(CC)cc1)cn2C,16,-2,1,-4,17,-4,3,-1,0,i
O=C(NC1CC1)c1cc(F)c(F)cc1Cl,18,-9,5,-3,-2,-1,0,0,0,i
Cc1ccc(-n2c(SCC(=O)NCCN3C(=O)CSC3=O)nnc2-c2ccccc2)cc1,21,-2,3,-3,7,-2,10,0,2,i
Cn1cnnc1SCC(=O)Nc1ccc2nc(SCc3ccccc3)sc2c1,4,29,/,3,44,/,2,2,-5,i
Cc1ccc(S(=O)(=O)N2CC=C(C(=O)NC3CC3)CC2)cc1,33,-3,?,1,23,-2,-2,-7,0,/
COCCCNC(=O)c1ccc(NC(C)=O)cc1,34,-8,2,1,-4,-2,4,-1,2,i
CC1=C(C(=O)NC2CC(C)(C)Cc3c2cnn3-c2ccc(C)cc2)OCCO1 (stereo not given),6,4,-4,-5,-4,-3,1,-1,-1,i
CCCNC(=O)NC(=O)COC(=O)c1oc2ccc(OCC)cc2c1C,21,7,-4,-6,47,-3,2,5,-4,i
COc1ccc(S(=O)(=O)N2CCC(C(N)=O)CC2)cc1C(=O)N1CCCCCC1,16,6,-5,13,10,-2,1,2,-2,i
CCC(=O)NC(=S)Nc1ccc(NC(=O)COc2ccc(Cl)c(C)c2)cc1,21,45,-49,0,79*,-1,0,-1,-5,i
Cc1cc(C)n2c3c(c(C#N)c2n1)CCCC3,7,1,2,6,-3,-3,-4,-4,5,i
OCc1nc2ccccc2n1CCCOc1ccccc1,12,/,5,5,/,0,1,1,3,i
O=C(NCc1cccnc1)c1ccc(N2CCOCC2)c([N+](=O)[O-])c1,10,-6,2,7,17,-1,-1,7,1,i
CC(=O)NC1C(=O)N(CC(C)C)c2ccccc21 (stereo not given),1,2,-2,5,-3,-1,3,2,4,i
O=c1[nH]c2cc(Cl)ccc2c(O)c1-c1cccc(Oc2ccccc2)c1,21,5,-2,-3,1,-2,1,4,/,i

# Following part.
SMILES,AI-2 QS mod,HSF1 inh,HDAC3 inhib,Platelet DG rel,HSF1 activator,GSK3A inh,GSK3B inh,DYRK1A inh,HSP90 inh,PolyA inh
CCc1nnc(NC(=O)c2ccc(S(=O)(=O)N3CCOCC3)cc2)s1,16,0,/,1,-16,2,1,-3,-1,i
Oc1c(Cl)cc(Cl)cc1CNn1cnnc1,6,-2,/,-1,-14,/,-5,/,0,i
COCCn1c(SCC(=O)Nc2sccc2C(N)=O)nc2cc(Cl)ccc2c1=O,0,2,4,2,25,-2,0,-1,-3,i
CN(C)c1nc(N)c([N+](=O)[O-])c(NCc2ccccc2)n1,17,/,-4,4,/,-2,-2,-1,4,i
O=C(Nc1ccccn1)C12CC3CC(C1)CC(C(=O)Nc1ccccn1)(C3)C2,14,3,4,0,6,-1,1,6,3,i
CCc1sc(C(=O)N2CCN(c3ncccn3)CC2)cc1Br,53,-2,-9,-8,-5,1,0,-1,2,i
CCCc1c(C)c(C#N)c2nc3ccccc3n2c1NCCCN1CCOCC1,-5,-6,5,3,-1,5,-2,3,-6,i
CCOc1ccc(NC(=O)CSc2nc3c([nH]c4ccccc43)c(=O)n2C)cc1,5,7,2,-19,20,0,2,-4,2,i
COc1ccc(NC(=O)C2CCCCN2N)cc1OCC(C)C (stereo not given),14,1,1,0,8,-5,1,1,-3,i
CCOC(=O)C(Cc1ccc(OC)c([N+](=O)[O-])c1)NC(=O)CCC(=O)Nc1ccc(OC)cc1 (stereo not given),14,1,1,3,2,-1,0,2,-3,i
Cc1[nH]nc2c1C(CCc1ccccc1)C(C#N)=C(N)O2 (stereo not given),-7,-3,1,-5,1,4,-5,7,/,i
Cc1noc(C(=O)Nc2cccc(O)c2)c1Cl,-10,-8,/,8,-4,0,0,16,6,i
c1ccc(N=Nc2cn[nH]c2-c2ccco2)cc1,2,2,/,-1,11,/,1,7,1,i
CCOCCCNCC(=O)N1CCN(S(=O)(=O)c2ccc(C)cc2)CC1,21,3,-7,3,-12,-2,0,2,1,i
CCOc1ccccc1NC(=O)c1ccc([N+](=O)[O-])cc1,4,-1,2,24,-1,-3,1,/,-1,i
COC(=O)c1cc(C(=O)Nc2nnc(C3CC3)s2)cc([N+](=O)[O-])c1,-5,-2,2,5,-5,3,2,-3,4,i
O=C(Nc1ccc2c(c1)OCO2)C1COc2ccccc2O1 (stereo not given),-2,6,-1,2,22,/,1,-3,6,i
O=C1CSC(=S)N1c1ccc(O)cc1,3,3,-4,1,14,-1,3,15,-3,i
Cc1ccc(C(=O)NCC(=O)OCC(=O)c2ccc3c(c2)NC(=O)CO3)cc1,13,0,0,-2,14,0,1,0,0,i
Cc1cccc(N=Nc2cnc(N)s2)c1,14,13,-7,5,20,-1,-2,5,-3,i
CC(=O)Oc1ccc(Cn2cnc3cc4ccccc4cc32)cc1,17,40,11,-12,68*,-9,-5,-3,0,i
Cc1ccc2c(=O)c(C(=O)NCc3cccs3)c[nH]c2c1,-7,11,4,9,14,-1,2,-22,0,i
N#Cc1c(-c2ccccc2Cl)cc(C2CC2)nc1N,/,/,8,/,/,-1,/,29,-1,/
CN(CC(=O)Nc1cccc(F)c1)C(=O)CC1CCCCC1,12,-5,2,-2,0,0,-1,-4,/,i
CC(C)Cn1c(-c2cccnc2)nc2c1c(=O)[nH]c(=O)n2CC(C)C,12,-2,-10,1,0,17,1,4,0,i
O=C(c1ccccc1)N1CCN(C(=O)c2cc3nc(-c4ccccc4)cc(C(F)(F)F)n3n2)CC1,0,-2,0,-8,5,5,1,-2,2,i
CCCN(C(=O)C1CCN(S(=O)(=O)c2ccc(OC)c(OC)c2)CC1)C1CCS(=O)(=O)C1 (stereo not given),14,0,-1,2,-1,-4,0,35,/,i
CCCCNC(=S)N=Nc1c(O)[nH]c2ccccc12,42,9,2,6,20,1,3,-5,4,i
O=C(CCC1CCCC1)c1c(O)c2ccccc2oc1=O,199,4,/,-3,0,-1,4,3,-4,i
CCOc1ccc(S(=O)(=O)NC(C)C(=O)NCc2ccc3c(c2)OCO3)cc1 (stereo not given),-18,0,1,-15,6,-1,-1,-4,2,i

# Among those listed so far, 8 contain an aryl methoxy group.
SMILES,AI-2 QS mod,HSF1 inh,HDAC3 inhib,Platelet DG rel,HSF1 activator,GSK3A inh,GSK3B inh,DYRK1A inh,HSP90 inh,PolyA inh
COc1ccc(CNC(=O)C(OC(=O)c2ccco2)c2ccc(F)cc2)cc1 (stereo not given),17,-2,2,0,1,-2,0,-3,2,i
COc1cc(C(=O)N(Cc2ccccn2)CC2CCCO2)cc(OC)c1OC (stereo not given),7,-4,6,-2,1,-1,4,-5,-2,i
CCN1CCN(C(c2cccs2)C(C)NC(=O)c2cccc(OC)c2)CC1 (stereo not given),9,-7,-4,0,-16,0,2,3,-6,i
COc1ccc(-c2noc(C3CCCN(C(=O)c4cccs4)C3)n2)cc1 (stereo not given),17,12,-1,10,16,-2,-3,6,-5,i
COc1ccc(S(=O)(=O)N2CCC(C(N)=O)CC2)cc1C(=O)N1CCCCCC1,16,6,-5,13,10,-2,1,2,-2,i
COc1ccc(NC(=O)C2CCCCN2N)cc1OCC(C)C (stereo not given),14,1,1,0,8,-5,1,1,-3,i
CCOC(=O)C(Cc1ccc(OC)c([N+](=O)[O-])c1)NC(=O)CCC(=O)Nc1ccc(OC)cc1 (stereo not given),14,1,1,3,2,-1,0,2,-3,i
CCCN(C(=O)C1CCN(S(=O)(=O)c2ccc(OC)c(OC)c2)CC1)C1CCS(=O)(=O)C1 (stereo not given),14,0,-1,2,-1,-4,0,35,/,i
